# NadD inh = NadD (S. aureus) enzyme inhibition. purified NadD enzyme, colorimetric absorbance read-out. inhibition, % at 20 µM. hit rate 0.78% among 360,000. AID 602399; in the data active = inhibition above about 26%; also: some compounds past the cut are filed as inactive
# TbMetRS inhib = Trypanosoma brucei MetRS inhibition; purified T. brucei MetRS, ATP depletion, Kinase-Glo luminescence; inhibition, % at 11.9 µM; hit rate 0.4% among 360,000;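 active = inhibition above a per-plate cutoff of the control wells' mean inhibition plus 3 SD, cut at about 5.5% in these data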;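 also: 0% = DMSO wells median and 100% = median of wells with control inhibitor compound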
#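 Test system – parasite MetRS enzyme · Reagent – substrates ATP, L-methionine and bulk Escherichia coli tRNA · Doses – 11.9 µM compound single dose, 0.9% DMSO · Times – 15 min enzyme-compound preincubation, 2 h reaction, 10 min detection, 25 °C · Signal – Kinase-Glo luminescence, ATP depletion format · Controls – DMSO-only wells as low control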
# CSN deneddyl inh = inhibitors of human CSN-mediated cullin deneddylation; Q92905; Purified CSN, SCF-Nedd8-OG deneddylation, fluorescence polarization; inhibition, % at 12.5 µM; hit rate 0.38% among 360,000;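 active = pattern-corrected inhibition above about 35%, with an unprinted fluorescence ratio check between 0.5 and 1.5, limit read from the data, passing the limit was not always enough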;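 also: 0% = enzyme with substrate and 100% = substrate without enzyme; some results filed as inactive read as strong as hits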
# Target sequence (Q92905 whole entry, looked up, one chain of several): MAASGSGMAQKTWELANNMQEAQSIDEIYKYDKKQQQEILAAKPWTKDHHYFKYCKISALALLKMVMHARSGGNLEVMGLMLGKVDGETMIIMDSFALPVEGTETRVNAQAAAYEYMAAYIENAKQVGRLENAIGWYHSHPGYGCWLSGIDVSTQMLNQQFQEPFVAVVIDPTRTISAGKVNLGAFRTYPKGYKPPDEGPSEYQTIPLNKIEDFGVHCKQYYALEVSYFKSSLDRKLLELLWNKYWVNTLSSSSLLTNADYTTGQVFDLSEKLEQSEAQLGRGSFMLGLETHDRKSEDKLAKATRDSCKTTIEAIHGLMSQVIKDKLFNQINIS
#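 Test system: Human Csn5 produced in HEK293T cells | Compound: 12.5 µM single point | Times: 90 min, room temperature | Signal: Fluorescence polarization readout | Read-out basis: % inhibition of substrate cleavage by Csn5 | Controls: no-enzyme wells high, enzyme-with-substrate wells low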
# DNMT1 inh = inhibitors of human DNMT1; AID 588458; inhibition (reported as % activation of signal), % at 10 µM; hit rate 0.83% among 360,000; DNMT1 molecular beacon, Hinp1I cleavage, fluorescence; in the data active = inhibition above about 50%
# MLLE-PAM2 inh = inhibitors of microRNA-mediated deadenylation, human PABP1 MLLE binding; AID 588489; inhibition, % at 20 µM; hit rate 0.36% among 360,000; GST-MLLE / FITC-PAM2 fluorescence polarization; P11940; in the data active = inhibition above about 35%, passing the limit was not always enough;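 also: plate controls were DMSO wells with GST-MLLE for no effect and wells lacking GST-MLLE protein for full effect; some results filed as inactive read as strong as hits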
# STEP block = inhibitors of human striatal-enriched phosphatase STEP; inhibition, % at 20 µM; P54829; recombinant STEP, OMFP fluorogenic substrate, fluorescence; hit rate 0.25% among 360,000;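 active = inhibition at 20 µM, scaled per plate between control wells, above about 37%, limit read from the data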;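 also: 0% = DMSO with enzyme and substrate and 100% = substrate only without enzyme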
# Target sequence (P54829 whole entry, looked up): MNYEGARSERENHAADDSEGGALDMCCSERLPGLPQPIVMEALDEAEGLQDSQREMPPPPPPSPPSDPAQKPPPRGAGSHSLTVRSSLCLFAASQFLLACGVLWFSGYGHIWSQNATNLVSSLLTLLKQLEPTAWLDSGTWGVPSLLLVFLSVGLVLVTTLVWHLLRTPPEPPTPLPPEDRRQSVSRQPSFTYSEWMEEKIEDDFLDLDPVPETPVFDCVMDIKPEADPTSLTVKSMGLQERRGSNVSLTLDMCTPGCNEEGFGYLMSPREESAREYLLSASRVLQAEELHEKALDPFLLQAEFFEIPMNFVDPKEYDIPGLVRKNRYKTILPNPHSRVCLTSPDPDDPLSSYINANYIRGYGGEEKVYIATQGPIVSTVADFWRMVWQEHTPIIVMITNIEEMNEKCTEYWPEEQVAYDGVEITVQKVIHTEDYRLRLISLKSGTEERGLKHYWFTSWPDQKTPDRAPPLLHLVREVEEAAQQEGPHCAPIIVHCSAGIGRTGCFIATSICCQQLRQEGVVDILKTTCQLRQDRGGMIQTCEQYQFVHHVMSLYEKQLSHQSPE
#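 Material: STEP (striatal-enriched tyrosine phosphatase) enzyme, cell-free; Compound dosing: 20 µM single dose in 1% DMSO; Technique: fluorescence read at 480 nm ex / 540 nm em; Times: reaction 20 min, ambient temperature; Medium: 50 mM Bis-Tris pH 6.0 with 2.5 mM DTT and 0.005% Tween 20; Also added: OMFP at 25 µM.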
# SUMO1 PPI mod = modulators of human SUMO1-mediated protein-protein interactions. inhibition, % at 20 µM. hit rate 0.33% among 360,000. SUMO1 binding to a labelled peptide, TR-FRET, 1 h. P63165. AID 602429; in the data active = inhibition above about 37%
# LMPTP inh = blocks human LMPTP phosphatase; hit rate 0.22% among 360,000; inhibition, % at 20 µM; recombinant LMPTP-A, OMFP fluorogenic substrate, fluorescence intensity; P24666;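 active = compounds that cut the enzyme signal by at least half of the control window in the single-dose screen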;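 also: plate controls were DMSO wells with enzyme plus substrate for no effect and substrate without enzyme for full effect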
# Target sequence (P24666 whole entry, looked up): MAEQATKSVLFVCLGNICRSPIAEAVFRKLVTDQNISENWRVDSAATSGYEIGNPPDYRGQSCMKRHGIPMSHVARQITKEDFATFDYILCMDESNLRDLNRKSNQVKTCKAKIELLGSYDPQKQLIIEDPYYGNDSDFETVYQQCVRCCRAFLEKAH
#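 Test system – LMPTP-A phosphatase enzyme · Quantity – 0.625 nM LMPTP-A final · Reagent – OMFP substrate, 400 µM final · Dosing – one test concentration per compound, 20 µM, with 3% DMSO overall · Timing – 50 min enzyme reaction at room temperature, protected from light · Detection – fluorescence intensity · Controls – substrate-only low control, DMSO enzyme-plus-substrate high control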
# Scp-1 inhibitor = blocks human Scp-1 phosphatase activity. Q9GZU7. Recombinant Scp1, phosphopeptide, malachite green phosphate absorbance. inhibition, % at 20 µM. hit rate 0.88% among 340,000. AID 493091;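 active = inhibition above about 50% at 20 µM, limit read from the data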;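 also: plate controls were DMSO wells with enzyme for no effect and wells lacking enzyme for full effect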
#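 System: SCP-1 catalytic domain; Reagent: Phospho 17-mer peptide substrate; Doses: one concentration, 20 µM, with 1.0% DMSO; Incubation: 45 min room-temperature reaction, 5 min colour, 30 min stabiliser; Signal: Phosphate-binding colour reagent, absorbance read at 630 nm.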
# Rpn11 block = Rpn11 (human) deubiquitinase inhibition | hit rate 0.59% among 360,000 | human 26S proteasome, Ub4-pepOG fluorescence polarization; 20S core pre-blocked with epoxomicin | O00487 | calls only at 20 µM | AID 588493;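 active = inhibition at 20 µM, scaled to each plate's controls, above about 33%, limit read from the data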
# * marks the source's active call; other numbers are inactive results; i = inactive; . = no result given.
SMILES,NadD inh,TbMetRS inhib,CSN deneddyl inh,DNMT1 inh,MLLE-PAM2 inh,STEP block,SUMO1 PPI mod,LMPTP inh,Scp-1 inhibitor,Rpn11 block
COc1ccc(OCc2ccc(C(=O)NN)cc2)cc1,-3,-0.5,-3,-4,-14,-1,1,-1.6,-3,i
CCCC1C(C#N)=C(N)Oc2n[nH]c(C(C)(C)C)c21 (stereo not drawn),3,-0.8,4,-18,21,-1,2,1.5,-4,i
CCOC(=O)C1(Cc2ccc(OC)cc2)CCN(C(=O)[C@@H]2CCCN2C(C)=O)CC1,-2,-0.3,6,-2,1,-1,2,3.4,-7,i
O=c1nc(-c2ccccc2)c2cc(SC(F)F)ccc2[nH]1,-4,-0.3,-5,-5,-7,2,-34,-0.4,-10,i
CC(C)C(=O)Nc1ccc2c(c1)Cc1cc(NC(=O)C(C)C)ccc1-2,-4,-0.4,-2,12,-1,-2,5,-0.8,-6,i
COc1ccc(C2CC(c3ccc(Cl)cc3)=NN2C(=O)c2cccc([N+](=O)[O-])c2)cc1 (stereo not drawn),-4,-0.6,-15,0,-12,2,-1,2.5,-12,i
CC(=O)NCC(=O)N[C@@H](CC(=O)OCc1ccccc1)C(=O)OCc1ccccc1,-5,-0.1,18,3,-6,4,6,-1.6,-8,i
CC(c1ccccc1)N1CC(C(=O)O)CC1=O (stereo not drawn),1,1.0,-4,1,-4,1,4,-1.1,-5,i
NC(=O)C1CCCN(C(=O)c2cccc(NC(=O)c3cccs3)c2)C1 (stereo not drawn),0,-0.3,-1,1,-30,0,-1,-0.5,-1,i
CC1CCN(CCCn2c(SCC(=O)Nc3ccccc3Cl)nc3ccccc3c2=O)CC1,-1,-0.8,0,0,-13,0,-1,0.9,-1,i
CCNC(=O)C1(C)CCCN1C(=O)c1ccc(-c2ccccc2)cc1 (stereo not drawn),0,-0.2,0,5,-8,-4,-2,-2.5,.,i
Cc1cc(=O)[nH]c(-n2nc(C)c(Oc3ccccc3O)c2C)n1,-6,0.8,1,0,-5,-4,15,2.9,-5,i
Cn1nccc1C(=O)N1CCC(Cc2ccccc2)CC1,6,-0.5,-3,0,8,-2,0,0.5,-5,i
CCn1cc([N+](=O)[O-])c(C(=O)Nc2ccn(Cc3ccccc3F)n2)n1,-5,-0.5,7,0,4,0,-15,-0.3,-3,i
COc1ccc(OC)c(C(=O)NC(CC(N)=O)c2ccc(N3CCC(N4CCCCC4)CC3)c([N+](=O)[O-])c2)c1 (stereo not drawn),-4,0.1,1,-6,-4,2,-23,-2.5,-6,i
C[C@@H]1CN([C@@H](C)CO)C(=O)c2cc(C#CCN(C)C)cnc2O[C@H]1CN(C)Cc1ccc2c(c1)OCO2,0,-0.9,-2,0,-1,0,-17,-3.1,.,i
Cc1cc(S(=O)(=O)NCCCN2CCOCC2)c(Cl)cc1Cl,-1,-0.9,-1,3,-2,-4,2,-0.7,25,i
Cc1cc(NC(=O)Nc2ccccc2[N+](=O)[O-])n(C)n1,3,-2.1,1,4,19,1,-21,1.7,-4,i
CN(Cc1cnccn1)Cc1nc(Cc2ccccc2F)no1,-2,-0.6,-3,0,8,-3,0,-1.4,-12,i
CC(C)CNC(=O)c1cccc2c(-c3ccc(F)c(F)c3)coc12,-4,-0.2,2,5,-18,2,5,3.7,.,i
COc1ccc(CNC(=O)C2CCN(c3nnc(N4CCCC4=O)s3)CC2)cc1,0,0.7,-2,0,3,-1,7,-1.0,-5,i
CCOCC(=O)N1CCN(Cc2ccc3c(c2)OCO3)CC1,4,2.5,0,-6,-10,4,0,0.9,-8,i
CS(=O)(=O)c1ccc(NC(=O)C2CCCN(C(=O)c3ccc(Cl)cc3)C2)cc1 (stereo not drawn),-3,-0.3,5,-2,-12,-3,-4,-5.2,-2,i
CC(=O)N/C(=C\c1ccc2c(c1)OCO2)C(=O)NC(C(=O)O)c1ccccc1 (stereo not drawn),0,0.0,2,0,-14,-3,-9,-0.5,-2,i
CC(NC(=O)/C=C/c1ccco1)c1nc2ccccc2n1Cc1ccccc1F (stereo not drawn),6,-0.3,9,-22,10,0,-6,0.4,1,i
COC(=O)CCCN1C(=O)c2cccc3cccc(c23)C1=O,-6,-0.6,-3,3,10,0,-27,-1.5,-4,i
CCNC(=O)c1ccc(NS(=O)(=O)c2ccccc2)cc1,1,-1.1,5,5,5,0,0,-0.8,-3,i
Cn1c(=O)c2c(nc(NCc3ccco3)n2C)n(C)c1=O,-5,0.0,-2,10,8,-2,-6,0.2,5,i
O=C(NCc1cccc(C(F)(F)F)c1)c1csc([C@H]2C[C@H](O)[C@@H](CO)O2)n1,0,-0.4,-1,-4,1,-2,1,-2.1,.,i
COc1cc2[nH]c(=O)n(Cc3ccc(C(=O)NCCCN4CCC(C)CC4)cc3)c(=O)c2cc1OC,-4,-0.9,-2,-2,-14,2,4,0.8,0,i
COc1ccc(-c2nnc(-c3ccc4ccccc4c3)o2)cc1,-7,0.5,-4,3,8,0,52*,1.7,-27,i
CCS(=O)(=O)N1CCC(NC(=O)C(Cc2cc(OC)ccc2OC)NC(C)=O)CC1 (stereo not drawn),-3,-0.8,0,0,-5,3,-2,-2.2,-5,i
CCCSc1n[nH]c(NC(C)=O)n1,2,0.1,3,4,-8,-2,4,-1.2,-15,i
CC(C)NC(=O)NC(=O)COC(=O)C1CCCN1C(=O)c1cccs1 (stereo not drawn),-5,-0.9,0,-1,-3,2,1,-1.0,9,i
N#CC1=C(Nc2ccccc2)SC=C(c2ccccc2)N=C1N1CCOCC1,-2,-0.4,2,0,3,-1,-1,0.3,0,i
Cn1c(SCC(=O)c2ccc(-c3ccccc3)cc2)nnc1-c1ccco1,32*,-0.1,9,38,2,2,9,2.1,-5,i
COc1ccccc1NS(=O)(=O)c1cc(C(=O)N2CCCCCC2)ccc1C,-7,-0.6,-6,4,13,0,-3,-0.6,2,i
CCC(C)(C)NC(=O)CSc1nc(Cc2ccccc2)nc2ccccc12,-1,-0.6,-1,-12,-1,2,0,0.7,3,i
COc1cc(NC(=O)c2cccnc2)ccc1NC(=O)c1ccccc1Cl,0,-0.4,-6,-2,-9,-3,11,-0.1,-8,i
O=C(Cn1c(=O)n(-c2ccccc2)c(=O)c2oc3ccccc3c21)Nc1ccccc1,5,-0.3,0,-2,2,2,3,-0.9,-2,i

# Some of these compounds in order of the CSN deneddyl inh value, falling:
SMILES,NadD inh,TbMetRS inhib,CSN deneddyl inh,DNMT1 inh,MLLE-PAM2 inh,STEP block,SUMO1 PPI mod,LMPTP inh,Scp-1 inhibitor,Rpn11 block
CC(c1ccccc1)N1CC(C(=O)O)CC1=O (stereo not drawn),1,1.0,-4,1,-4,1,4,-1.1,-5,i
O=c1nc(-c2ccccc2)c2cc(SC(F)F)ccc2[nH]1,-4,-0.3,-5,-5,-7,2,-34,-0.4,-10,i
COc1cc(NC(=O)c2cccnc2)ccc1NC(=O)c1ccccc1Cl,0,-0.4,-6,-2,-9,-3,11,-0.1,-8,i

# (further entries)
SMILES,NadD inh,TbMetRS inhib,CSN deneddyl inh,DNMT1 inh,MLLE-PAM2 inh,STEP block,SUMO1 PPI mod,LMPTP inh,Scp-1 inhibitor,Rpn11 block
CCOCCCNC(=O)C(NC(=O)c1ccccc1O)c1ccc(Cl)cc1 (stereo not drawn),6,0.4,-5,-5,10,-3,3,1.0,-1,i
Cc1cc(C)nc(OC(=O)c2c(Cl)cc(Cl)cc2Cl)n1,-2,1.0,-4,1,-8,-1,2,1.4,-11,i
O=C(CCN1CCN(c2ccc(Cl)cc2)CC1)Nc1nccs1,-3,-0.3,1,0,-1,0,-2,-1.5,-8,i
COC(=O)c1cccc(NC(=O)c2cc(OC)c(OC)c(OC)c2Br)c1,-2,-0.3,-4,1,27,-1,1,-1.0,-5,i
O=C(NCCCn1ccnc1)c1ccc(Br)cc1,-5,-1.3,3,0,0,-2,1,-1.6,-2,i
COc1ccc(/C=N/NC(=O)c2ccc(Cl)cc2Cl)cc1COC(C)=O,-7,0.1,7,-1,-3,3,-4,1.0,-9,i
C=CCN1C(=O)S/C(=C\c2ccc3c(c2)n(C)c(=O)n3C)C1=O,-9,0.0,2,-3,-43,0,-24,-1.0,-8,i
C[C@H]1CN([C@@H](C)CO)C(=O)c2cccc(NC(=O)C3CC3)c2O[C@H]1CN(C)S(=O)(=O)c1ccccc1,1,-0.2,-3,2,4,-1,3,-1.2,-8,i
CCOc1ccc(NC(=O)c2c(NC(=O)CN3CCN(C)CC3)sc3c2CCC3)cc1,-9,-0.4,3,-3,-15,1,0,0.2,.,i
COC1CCCCC1Nc1cc(C)ccc1C (stereo not drawn),4,-0.6,2,-1,-9,-1,-3,0.1,1,i
COc1ccc(-c2cn(CCO)c(CCN)n2)cc1,-2,-0.1,-1,1,-6,2,2,-3.4,-4,i
CCC(=O)Nc1cccc(C2=NOC3(C2)C[C@@H](C(N)=O)N(C(=O)CC(c2ccccc2)c2ccccc2)C3)c1 (stereo partly drawn),3,-0.3,1,-1,11,0,1,-1.7,1,i
O=C(NCCNCCO)c1c(O)c2cccc3c2n(c1=O)CCC3,0,-1.3,-3,21,14,3,-1,-9.2,-9,i
CCN(C(=O)COC(=O)c1nccnc1N)c1cccc2ccccc12,3,-0.2,5,61*,0,-3,-17,-1.5,-12,i
OC(CNCc1ccccc1F)(c1ccc(F)cc1)c1ccc(F)cc1,-6,-1.1,-2,1,-12,2,1,-0.1,-5,i
COc1ccc(N(CC(=O)NCC2CCCO2)S(=O)(=O)c2c(C)noc2C)cc1 (stereo not drawn),0,0.1,9,-1,-1,-3,-4,-1.0,-5,i
Cc1cccc(Cn2c(C)nc3c(N)c(C)c(C)cc32)c1,3,-0.3,-13,-4,-8,-2,4,0.5,-3,i
Cc1ccsc1/C=N/Nc1ccc(F)cc1F,-9,-0.9,-1,-12,-5,0,-9,3.8,-2,i
COc1cc(CNc2cc(C)ccc2C)cc(OC)c1OC,-1,-0.4,1,-4,7,2,-2,0.6,-4,i

# Pulled one by one from above (two):
SMILES,NadD inh,TbMetRS inhib,CSN deneddyl inh,DNMT1 inh,MLLE-PAM2 inh,STEP block,SUMO1 PPI mod,LMPTP inh,Scp-1 inhibitor,Rpn11 block
COc1ccc(N(CC(=O)NCC2CCCO2)S(=O)(=O)c2c(C)noc2C)cc1 (stereo not drawn),0,0.1,9,-1,-1,-3,-4,-1.0,-5,i
C[C@H]1CN([C@@H](C)CO)C(=O)c2cccc(NC(=O)C3CC3)c2O[C@H]1CN(C)S(=O)(=O)c1ccccc1,1,-0.2,-3,2,4,-1,3,-1.2,-8,i

# Screening data from PubChem.
